Compound activity from PubChem BioAssay.
MEKK2mut PB1 HTS – MEK5 binding signal on mutant MEKK2 PB1, primary screen, biochemical, multiplex bead flow cytometry, Alexa488-MEK5; percent response, % at 10 µM; 290,000 tested, 0.35% active; Alexa488-MEK5 binding to MEKK2 mutant; AID 1530, 2009; in the data active = percent response above about 24%, passing the limit was not always enough; note: inactives centre near 1; some results filed as inactive read as strong as hits
MEKK2wt PB1 HTS – modulators of MEK5 binding to wildtype MEKK2, primary screen, biochemical, multiplex bead flow cytometry, Alexa488-MEK5 | Alexa488-MEK5 binding to MEKK2 WT; actives lie on both sides | binding response (% of control), % at 10 µM | 290,000 tested, 1.1% active | AID 1531, 2009; in the data active = binding response below about 67% or above about 130%
IMP-1 inh – IMP-1 metallo-beta-lactamase inhibitors, primary screen, biochemical, epi-absorbance readout, Pseudomonas aeruginosa enzyme; inhibition, % at 5.6 µM; metallo-beta-lactamase IMP-1 (Pseudomonas aeruginosa); purified IMP-1, nitrocefin hydrolysis, epi-absorbance fluorescence; 290,000 tested, 0.45% active; AID 1556, 2009;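 active = inhibition above the mean plus 3 SD of all compounds in the same screening run, cut at about 4.5% in these data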;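 note: 0% = IMP-1 with DMSO and 100% = DMSO wells lacking enzyme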
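Material – recombinant IMP-1 enzyme, purified · Amount – IMP-1 0.2 nM before substrate addition · Medium – HEPES buffer pH 7.1 with ZnSO4 and Brij 35 · Timing – 25 °C, 15 min preincubation, 25 min reaction · Measured by – plate fluorescence quenching by hydrolysis product, ex 480/em 530 nm · Read-out – percent enzyme inhibition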
SUMO HTRF inh – inhibitors of in vitro SUMOylation cascade, primary screen, biochemical, HTRF, uHTS | inhibition, % at 35 µM | AID 2006, 2009 | 290,000 tested, 0.36% active | HTRF SUMOylation assay, SAE1/SAE2 + UBC9; in the data active = inhibition above about 50%, passing the limit was not always enough; note: strong numbers were not always called active
Target sequence (P63279 whole entry, looked up): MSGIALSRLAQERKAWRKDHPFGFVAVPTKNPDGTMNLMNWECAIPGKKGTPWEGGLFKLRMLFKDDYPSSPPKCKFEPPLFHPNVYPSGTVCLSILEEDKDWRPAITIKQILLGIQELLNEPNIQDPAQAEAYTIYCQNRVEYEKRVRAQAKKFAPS
VIM-2 inh – VIM-2 metallo-beta-lactamase inhibitors, primary screen, biochemical, epi-absorbance readout, Pseudomonas aeruginosa enzyme; inhibition, % at 5.6 µM; purified VIM-2, nitrocefin hydrolysis, epi-absorbance fluorescence; 290,000 tested, 0.89% active; AID 1527, 2009;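 active = inhibition above the mean of all tested compounds plus 3 SD, cutoff set per screening run, cut at about 7.5% in these data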;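 note: red hydrolysis product quenches plate fluorescence so inhibitors raise well fluorescence; 0% = enzyme with DMSO and 100% = DMSO without enzyme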
FID counter – compounds displacing fluorescent DNA intercalator, primary screen, artefact control for HCV NS3 helicase inhibitor project, biochemical, FID fluorescence; DNA fluorescent intercalator displacement; inhibition, % at 7.9 µM; 290,000 tested, 0.17% active; in the data active = inhibition above about 37%;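 note: 0% = vehicle and 100% = reference compound; higher means more ethidium bromide displaced from hairpin DNA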
PfM18AAP inh – PfM18AAP inhibitors, malaria aminopeptidase, primary screen, biochemical, QFRET, recombinant enzyme | M18 aspartyl aminopeptidase (Plasmodium falciparum 3D7) | inhibition, % at 7.35 µM | 290,000 tested, 1.2% active | H-Glu-NHMec fluorogenic cleavage;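 active = inhibition above the campaign mean inhibition over all tested compounds plus 3 SD, cut at about 28% in these data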;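 note: 0% = plate median of test compound wells and 100% = 2 mM ZnCl2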
HCV NS3 hel inh – inhibitors of HCV NS3 helicase, primary screen, biochemical, Cy5 molecular beacon fluorescence | Hepatitis C virus NS3 helicase | AID 1800, 2009 | NS3 helicase DNA unwinding | inhibition, % at 10.9 µM | 290,000 tested, 0.56% active;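 active = inhibition above the mean of all tested compounds plus 3 SD, set per campaign, cut at about 35% in these data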;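 note: 0% = DMSO wells and 100% = thioflavine S control wells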
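Material: hepatitis C virus NS3 helicase domain fragment enzyme; measured by: Cy5 fluorescence, 0 and 60 min reads; control set: DMSO and thioflavine S; incubation: 60 min unwinding reaction at 25 °C after ATP addition; read-out basis: % inhibition from 60/0 min fluorescence ratio, DMSO 0%, thioflavine S 100%; repeats: singlicate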
NALP1 inh – NALP1 inflammasome inhibitors in reconstituted yeast, colorimetric, S. cerevisiae, triplicate retest | 280,000 tested, 0.61% active | S. cerevisiae NALP1/ASC/caspase-1 growth, X-gal OD620, 72 h | inhibition, % at 10 µM; in the data active = inhibition mostly above about 24%, no sharp cut-off; inactive = mostly below about 32%; note: some compounds called inactive have numbers as strong as hits
* hit, by the source's call; . = not tested or not shown. Not a hit list (roughly 4.7% active in at least one column).

SMILES | MEKK2mut PB1 HTS | MEKK2wt PB1 HTS | IMP-1 inh | SUMO HTRF inh | VIM-2 inh | FID counter | PfM18AAP inh | HCV NS3 hel inh | NALP1 inh
O=C1COc2ccc(C(=O)COC(=O)CCSc3ccccc3)cc2N1 | -2.0 | 85.0 | 2.0 | -6.8 | 0.1 | -9.9 | 12.9 | -15.6 | .
Cc1ccc(NC(=O)C2OCCc3ccccc32)cc1 (stereo not drawn) | -3.0 | 97.0 | -2.6 | 6.1 | 3.1 | -3.4 | -3.2 | -0.5 | 1.9
CN(CC(=O)N1CCOCC1)S(=O)(=O)c1cc(Cl)ccc1Cl | 3.0 | 104.0 | -2.4 | 15.1 | -1.4 | -7.3 | -1.2 | 5.0 | 10.5
Cc1ccc(CNC(=O)c2ccccc2CCc2ccccc2)cc1 | 4.0 | 103.0 | -2.0 | -8.6 | 1.6 | -11.8 | -6.8 | -17.1 | 42.7
COc1ccccc1C(=O)NC(=S)Nc1ccc2[nH]c(=O)[nH]c2c1 | 2.0 | 101.0 | -1.8 | -2.9 | -3.0 | -19.3 | -2.9 | -2.2 | 19.7
Cc1cc2[nH]c(=O)c(=O)[nH]c2cc1S(=O)(=O)N1CCN(c2ccccc2F)CC1 | 2.0 | 102.0 | 3.4 | 1.1 | -4.0 | -35.4 | 4.4 | 5.1 | -2.2
COc1ccc(CNC(=O)CSc2nnnn2-c2ccc(O)cc2)cc1 | -6.0 | 93.0 | -2.0 | -26.6 | -0.7 | -5.0 | 7.8 | -6.0 | -1.9
COc1ccc(S(=O)(=O)N[C@@H](CSCc2ccccc2)C(=O)O)cc1 | 2.0 | 105.0 | -2.0 | 3.1 | 0.7 | -33.4 | 3.4 | -0.3 | -1.2
CCOC(=O)N1CCC(NC(=O)CS(=O)(=O)Cc2nc(-c3cccc(Cl)c3)oc2C)CC1 | -4.0 | 96.0 | 0.1 | 2.1 | -0.3 | -50.1 | -2.0 | -0.7 | 15.4
Cc1ccc(-n2nc3c(=O)n(CCCC(=O)NCCc4ccccc4)nc(C)c3c2C)cc1 | -3.0 | 104.0 | -0.5 | . | 0.3 | -38.9 | 2.5 | 2.3 | 10.8
CCNC(=S)NN=C1CCC(C(C)(C)C)CC1 (stereo not drawn) | . | . | -1.9 | 11.2 | -2.8 | -5.1 | 9.7 | -2.1 | -3.8
Cc1cc2nc(-c3ccc(SCC(=O)NC(C)C)nc3)[nH]c2cc1C | -2.0 | 94.0 | -5.0 | 23.1 | -2.8 | -36.1 | -2.7 | 7.2 | 8.9
CCn1c(SCC(=O)N/N=C/c2ccccc2OCC(=O)O)nnc1-c1ccccc1 | 25.0 | 114.0 | -2.8 | 13.9 | -2.2 | -43.0 | -6.3 | 4.1 | .
Cc1cc(C)nc(NS(=O)(=O)c2ccc(NC(=O)Cn3c(=O)oc4ccccc43)cc2)n1 | 0.0 | 105.0 | -1.3 | -1.8 | -2.3 | -6.3 | -11.4 | 1.7 | 4.8
COCCNC(=O)C(c1ccc(Cl)cc1)N(C(=O)Cn1nnc2ccccc21)c1cccnc1 (stereo not drawn) | -2.0 | 95.0 | -3.3 | 10.1 | -1.7 | -7.3 | -5.1 | 3.6 | 0.5
Cc1c(C)c2ccc(O[C@@H]3O[C@H](CO)[C@H](O)[C@H](O)[C@H]3O)c(C)c2oc1=O | 6.0 | 100.0 | -4.9 | 3.4 | 4.3 | -4.2 | -3.9 | 23.8 | 11.0
O=C(NC1CC1)C1CCN(C2CCN(C(=O)/C=C/c3cccc(F)c3F)CC2)CC1 | -6.0 | 96.0 | -1.4 | 4.1 | -1.1 | -1.0 | 1.0 | -1.4 | 4.5
CN1C=CC=C/C1=C1\SC(=S)N(C2CCCCC2)C1=O | 2.0 | 106.0 | -1.1 | 11.3 | -1.9 | 11.6 | 2.8 | -5.2 | 8.3
Cn1c(SCC(=O)Nc2ccc3c(c2)OCCO3)nnc1-c1ccncc1 | -8.0 | 96.0 | -1.8 | -4.1 | -2.0 | -7.8 | 0.8 | -3.5 | 17.7
COc1ccccc1C(=O)CC(=O)c1ccccc1 | 0.0 | 101.0 | -1.6 | 17.0 | 1.0 | -1.8 | -18.5 | 5.5 | 27.2
O=C(NCc1ccc(F)cc1)c1cnn2ccccc12 | 10.0 | 115.0 | -2.1 | 15.7 | 0.5 | -1.1 | 3.3 | -7.3 | -15.5
CC(=O)Nc1ccc(NCN2C(=O)C3C4CCC(C4)C3C2=O)cc1 (stereo not drawn) | -5.0 | 99.0 | -2.1 | 15.7 | 0.6 | 2.0 | -0.8 | -0.1 | 1.2
COc1ccc(OCC(=O)Nc2ccc(S(=O)(=O)N3CCCCC3)cc2)cc1 | 2.0 | 100.0 | -2.0 | 12.7 | -3.8 | -27.9 | 7.1 | -3.5 | 0.1
C[C@@H]1CCC2[C@](C)(CO)[C@@H](O)CC[C@]2(C)[C@@]12CCC(CO)(CCO)O2 (stereo partly drawn) | 4.0 | 106.0 | -3.5 | 3.1 | -4.0 | -29.8 | 10.7 | 17.4 | 4.8
Cc1nc(NC(=O)CN2CCN(c3ccccc3F)CC2)sc1C(=O)N(C)C | 9.0 | 104.0 | -4.4 | -2.9 | -3.2 | -15.2 | 2.2 | 4.5 | -29.9
COc1ccc(CNC(=O)Cn2cc3c(n2)CCCCC3)cc1 | 5.0 | 105.0 | -3.5 | -13.7 | -0.9 | -11.1 | -5.5 | 4.3 | 26.2
Cn1c(SCC(=O)NCc2ccc(F)cc2)nc2c([nH]c3ccccc32)c1=O | 2.0 | 103.0 | -2.1 | 16.0 | -2.0 | -0.8 | -0.4 | 4.6 | 4.1
COC(=O)/C(=C\C=C\c1ccccc1)NC(=O)c1ccccc1 | -20.0 | 78.0 | 0.5 | 9.5 | 0.6 | -12.1 | -7.7 | 11.3 | -0.9
Cc1cc(Oc2ccc(-c3nnc(-c4ccccc4)o3)cc2[N+](=O)[O-])ccc1Cl | -1.0 | 101.0 | -4.5 | -5.0 | -2.1 | -8.7 | -2.8 | 3.4 | 14.0
Cc1ccnc(NC(=O)c2ccc(N3C(=O)CCC3=O)cc2)c1 | 4.0 | 109.0 | -0.6 | -8.4 | 1.2 | 0.3 | -3.8 | 3.9 | 12.0

Molecules listed so far containing fluorine (5):
SMILES | MEKK2mut PB1 HTS | MEKK2wt PB1 HTS | IMP-1 inh | SUMO HTRF inh | VIM-2 inh | FID counter | PfM18AAP inh | HCV NS3 hel inh | NALP1 inh
Cc1cc2[nH]c(=O)c(=O)[nH]c2cc1S(=O)(=O)N1CCN(c2ccccc2F)CC1 | 2.0 | 102.0 | 3.4 | 1.1 | -4.0 | -35.4 | 4.4 | 5.1 | -2.2
O=C(NC1CC1)C1CCN(C2CCN(C(=O)/C=C/c3cccc(F)c3F)CC2)CC1 | -6.0 | 96.0 | -1.4 | 4.1 | -1.1 | -1.0 | 1.0 | -1.4 | 4.5
O=C(NCc1ccc(F)cc1)c1cnn2ccccc12 | 10.0 | 115.0 | -2.1 | 15.7 | 0.5 | -1.1 | 3.3 | -7.3 | -15.5
Cc1nc(NC(=O)CN2CCN(c3ccccc3F)CC2)sc1C(=O)N(C)C | 9.0 | 104.0 | -4.4 | -2.9 | -3.2 | -15.2 | 2.2 | 4.5 | -29.9
Cn1c(SCC(=O)NCc2ccc(F)cc2)nc2c([nH]c3ccccc32)c1=O | 2.0 | 103.0 | -2.1 | 16.0 | -2.0 | -0.8 | -0.4 | 4.6 | 4.1

(further entries)
SMILES | MEKK2mut PB1 HTS | MEKK2wt PB1 HTS | IMP-1 inh | SUMO HTRF inh | VIM-2 inh | FID counter | PfM18AAP inh | HCV NS3 hel inh | NALP1 inh
Cc1cc(C)c2oc(C(=O)N(Cc3ccccc3)c3ccccn3)cc(=O)c2c1 | -24.0 | 76.0 | -0.7 | -1.6 | 1.2 | -6.9 | -1.3 | 27.3 | 15.0
Cc1cc2n(c(=O)c1C#N)CCCN2c1cccc(Cl)c1 | 5.0 | 102.0 | 3.3 | 18.6 | 10.3* | -10.6 | -2.5 | 0.3 | 4.6
CCOC(=O)c1ccc(-n2ccnc2)c(NC(=O)c2ccc(Cl)cc2)c1 | -1.0 | 96.0 | -1.9 | 7.8 | -0.1 | -12.9 | -9.4 | -4.1 | 26.7
Cc1ccc2cc(CCNC(=O)c3ccc4c(c3)OCO4)c(=O)[nH]c2c1 | 1.0 | 100.0 | -0.8 | 3.9 | -2.3 | -16.5 | 0.7 | 3.3 | 27.4
COc1ccc(Cc2nnc(Nc3ccc(Cl)cc3)[nH]c2=O)cc1 | -1.0 | 95.0 | -4.0 | 30.8 | -2.6 | -5.2 | 2.5 | 14.5 | .
Cc1cc(=O)n(CCc2ccccc2)c(O)c1C#N | 6.0 | 99.0 | -3.6 | 2.6 | -3.5 | -11.4 | -1.0 | 11.9 | 9.2
O=C(NCCN1CCOCC1)C(=O)NCC1OCCCN1S(=O)(=O)c1cc(F)ccc1F (stereo not drawn) | 12.0 | 114.0 | -1.2 | 0.3 | -2.7 | -1.9 | 3.9 | 4.1 | 1.1
CCOC(=O)c1c(C)[nH]c(C)c1S(=O)(=O)NCc1ccccc1C | -4.0 | 96.0 | 0.7 | 7.7 | -0.2 | -12.2 | -18.0 | -1.1 | 11.4
CSc1nc2ccc(NC(=O)c3ccc(Cl)s3)cc2s1 | 5.0 | 111.0 | -2.2 | 37.4 | -3.4 | 0.2 | 2.5 | 10.5 | -2.2
CN1CCN(C(=O)C2=C[C@@H](c3ccccc3)C[C@@H](OCc3ccc(CO)cc3)O2)CC1 | 5.0 | 104.0 | -1.7 | -10.2 | -1.3 | 6.0 | 1.7 | 4.5 | 3.5
Cc1cc(OC(C)C(=O)NCc2ccncc2)c2c(C)cc(=O)oc2c1 (stereo not drawn) | 3.0 | 101.0 | -5.1 | 25.6 | -0.3 | -17.0 | -6.0 | 18.2 | 1.5
COc1ccc(CCn2c(-c3ccc(F)cc3)nc3c(c(=O)c4ccccc4n3C)c2=O)cc1OC | 2.0 | 98.0 | -3.6 | -6.9 | -2.2 | -2.2 | -7.8 | -10.2 | 26.8
Cc1cc(OCc2nn[nH]n2)c2c(C)c(CC(=O)O)c(=O)oc2c1 | 0.0 | 100.0 | -0.2 | 38.5 | 5.2 | 2.3 | 1.3 | 1.5 | -4.1
O=c1c2cn[nH]c2[nH]c(=S)n1-c1ccccc1F | 3.0 | 93.0 | -5.5 | -7.2 | -2.8 | 0.5 | 57.4* | 0.2 | -1.6
COc1ccccc1CNC(=O)CSc1nn2c(=O)c(C(C)(C)C)nnc2s1 | -1.0 | 102.0 | -4.2 | -5.6 | -2.4 | -28.7 | 4.0 | -5.2 | 3.2
COc1ccc(NC(=S)N(Cc2ccc(N(C)C)cc2)Cc2ccco2)cc1 | -2.0 | 101.0 | -0.1 | -0.1 | 1.3 | 5.2 | 11.9 | -20.7 | 6.0
